LYP inh 2: PTPN22 phosphatase inhibitors, primary screen, biochemical, DiFMUP fluorescence, 2 µM; Tyrosine-protein phosphatase non-receptor type 22 (Homo sapiens), Q9Y2R2; recombinant LYP catalytic domain; inhibition, % at 2 µM; actives 0.21% (n = 96,000); AID 640, 2007;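 active means inhibition at 2 µM at or above a set limit, the screen mean plus 3 SD, cut at about 24% in these data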;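 further: 0% = DMSO with enzyme and 100% = enzyme fully blocked by orthovanadate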
FAK blocker: FAK kinase inhibitors, primary screen, biochemical; actives 0.84% (n = 97,000); Focal adhesion kinase 1 (Homo sapiens), Q05397; inhibition, %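 (tested at 7 µM)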; biochemical FAK kinase activity assay; in the data active means inhibition above about 19%;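 further: 0% = DMSO and 100% = reference compound high control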
LYP act: LYP phosphatase activators, primary screen, biochemical, DiFMUP fluorescence, 2 µM | AID 697, 2007 | activation, % at 2 µM | recombinant LYP; 0 = plate median, 100 = signal doubled | Tyrosine-protein phosphatase non-receptor type 22 (Homo sapiens), Q9Y2R2 | actives 0.11% (n = 96,000);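 active means activation at 2 µM above a set limit, the mean plus 5 SD, cut at about 37% in these data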
PostGolgi yeast: phenotypic screen on post-Golgi transport, primary screen | post-Golgi transport phenotypic cell assay | inhibition, % at 10 µM | actives 0.9% (n = 98,000) | AID 739, 2007;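 further: yeast cells grown in 1536-well plates; yeast grown about 18 h at 30C before absorbance read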
S1P2 ag: S1P2 receptor agonists, primary screen, cell-based. S1P2-expressing cell line, agonist reporter read-out. activation, % at 4.5 µM. actives 0.46% (n = 97,000). AID 729, 2007; in the data active means activation above about 16%;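 further: 0% = vehicle low control and 100% = maximal reference agonist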
Target sequence (O95136 whole entry, looked up): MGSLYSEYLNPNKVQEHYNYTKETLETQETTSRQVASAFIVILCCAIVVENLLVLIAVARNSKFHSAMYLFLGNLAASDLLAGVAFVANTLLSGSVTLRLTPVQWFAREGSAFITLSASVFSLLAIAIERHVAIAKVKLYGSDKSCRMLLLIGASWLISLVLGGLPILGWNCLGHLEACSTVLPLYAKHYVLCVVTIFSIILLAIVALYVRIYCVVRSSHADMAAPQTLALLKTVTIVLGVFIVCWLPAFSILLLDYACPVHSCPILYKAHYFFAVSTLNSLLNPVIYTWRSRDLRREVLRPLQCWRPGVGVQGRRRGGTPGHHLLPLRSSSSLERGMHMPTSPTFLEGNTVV
HIV Rev-RRE inh: HIV-1 Rev-RRE binding inhibitors, primary screen, biochemical, FRET, protein-RNA interaction; actives 0.79% (n = 97,000); Rev peptide-RRE RNA binding; P05866; inhibition, % at 8 µM;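 active means inhibition above the screen-wide mean plus 3 SD, cut at about 35% in these data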;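 further: 0% = median DMSO wells and 100% = median Neomycin B control wells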
Target sequence (P05866 whole entry, looked up): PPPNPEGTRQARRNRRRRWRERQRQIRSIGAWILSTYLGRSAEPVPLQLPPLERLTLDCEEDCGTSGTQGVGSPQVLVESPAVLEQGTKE
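Assay system: Labelled RRE RNA duplex and labelled Rev peptide | Times: 5 min preincubation and 15 min binding, 25 °C | Detection: FRET, ex 480 nm, em 540 and 671 nm | Evaluation: % inhibition of FRET ratio versus controls | Benchmarks: DMSO wells as 0% and neomycin B wells as 100% inhibition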
PostGolgi ctrl: growth inhibition of yeast control strain, primary screen, counter-screen for post-Golgi transport modulator project. efflux-deficient yeast background strain, growth absorbance A615, 16 h. inhibition, % at 10 µM. actives 5% (n = 98,000). AID 738, 2007
EphB4 antag: EphB4-ephrin-B2 interaction antagonists, primary screen, biochemical, TNYL-RAW peptide probe, fluorescence polarization. EphB4 LBD / TNYL-RAW-Alexa532 peptide. inhibition, % at 7 µM. actives 0.15% (n = 97,000). AID 720, 2007;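 active means inhibition above the screen-wide mean inhibition plus 3 SD, cut at about 15% in these data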;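 further: 0% = DMSO wells and 100% = excess unlabeled TNYL-RAW peptide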
S1P2 blocker: human S1P2 receptor antagonists, primary screen, cell-based; Sphingosine 1-phosphate receptor 2 (Homo sapiens), O95136; cell-based S1P2 antagonist assay, inhibition at 5 uM; inhibition, % at 5 µM; actives 0.21% (n = 97,000); AID 736, 2007; in the data active means inhibition above about 45%;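 further: CRE beta-lactamase reporter cells expressing human S1P2 stimulated with S1P; 0% = agonist at EC80 alone and 100% = agonist plus reference antagonist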
The depositor's hits bear a star; x = no result given. Unless noted, no stated cut-off is given here; in the data, active means inhibition above about 30%; inactive means the rest.

SMILES	LYP inh 2	FAK blocker	LYP act	PostGolgi yeast	S1P2 ag	HIV Rev-RRE inh	PostGolgi ctrl	EphB4 antag	S1P2 blocker
COCCCNC(=O)CSc1ccc(Cl)cc1	-1	-3	4	6	-3	5	14	-1	-10
CC[N+](CC)(CCO)CCCN1C(=O)C2CC=C(Cl)CC2C1=O (stereo not drawn)	-5	0	4	-1	1	5	-10	-4	-4
Cc1cc(C)c2c(=O)[nH]c(SCC(=O)NCCc3ccccc3)nc2n1	-4	1	5	x	-3	4	x	-2	-14
CCN(CC)S(=O)(=O)c1cccc(NC(=O)C2SC(=Nc3ccc(C)cc3C)C(C(=O)NC(C)COC)=C2N)c1 (stereo not drawn)	7	-1	-4	-2	-5	2	6	2	-24
Cc1ccc(C(=O)Nc2cc3c(cc2Cl)OCCCO3)cc1	0	7	6	1	-3	13	-4	3	8
Cc1ccccc1-c1nnc(SCc2ccccc2F)o1	-8	15	5	12	-5	21	5	-4	6
Cc1ccc(OCc2nc(-c3ccc(Cl)cc3)n[nH]2)cc1	-10	2	10	6	-3	5	14	5	15
COc1ccc(Cn2nnnc2C(C(C)C)N2CCN(c3ccccc3OC)CC2)cc1 (stereo not drawn)	3	-1	-3	-4	-5	-1	29	2	1
COc1cc(NC(=O)c2ccco2)ccc1NC(=O)C(C)C	-6	3	3	3	-3	3	20	0	-13
CCN(C(=O)c1cn(C)c(=O)c2cc(OC)c(OC)cc12)c1ccccc1C	-9	5	6	-1	1	0	1	1	-3
CCOC(=O)/C=C1\SCC(=O)N1CC(=O)Nc1ccc2c(c1)CCC2	-2	7	0	-4	-8	15	8	-4	3
Cc1ccc(NC(=O)c2ccc(CNc3c(N4CCOCC4)c(=O)c3=O)cc2)cc1	4	-7	-7	1	-1	2	18	-2	13
CCOC(=O)c1cc2c(=O)n3ccccc3nc2n(CCOC)c1=NC(=O)c1ccncc1	-2	-3	9	-5	19*	-1	4	-1	-15
COc1ccc(CCNC(=O)c2cc(-c3cccs3)on2)cc1OC	10	0	-11	-11	-5	6	17	-11	-14
CC(=O)Nc1cccc(OCC(O)Cn2cnc3ccccc32)c1 (stereo not drawn)	-5	0	4	-5	-1	-3	1	1	-18
COc1ccc(CCN2C(=O)C(Oc3ccccc3C)C2c2ccc3c(c2)OCO3)cc1OC (stereo not drawn)	5	7	0	0	-4	1	16	1	20
CCc1ccc(NC(=O)c2noc3c2CCc2ccccc2-3)cc1	7	0	-4	28	-4	8	-5	2	-26
CCn1c(C)nc2cc(S(=O)(=O)C(F)F)ccc21	-13	-5	9	1	-3	4	4	-11	-4
O=C(CSCc1ccccc1Cl)Nc1ccc2c(c1)OCCO2	5	-2	-5	-9	-3	6	2	-6	-7
CCOc1cc2[nH]c(=S)n(CCC(=O)NCc3ccc(OC)cc3)c(=O)c2cc1OCC	22	3	-17	-6	-3	1	10	2	-4

Overlap with the part before: 2 compounds; new compounds follow.
SMILES	LYP inh 2	FAK blocker	LYP act	PostGolgi yeast	S1P2 ag	HIV Rev-RRE inh	PostGolgi ctrl	EphB4 antag	S1P2 blocker
O=C(CSCc1ccccc1Cl)Nc1ccc2c(c1)OCCO2	5	-2	-5	-9	-3	6	2	-6	-7
CCOc1cc2[nH]c(=S)n(CCC(=O)NCc3ccc(OC)cc3)c(=O)c2cc1OCC	22	3	-17	-6	-3	1	10	2	-4
COc1ccc(C(=O)NC(=S)Nc2cccc(Cl)c2N2CCOCC2)cc1[N+](=O)[O-]	-2	1	4	-2	-5	0	30	-4	-8
Cc1nn(CCOc2ccccc2)c(=O)n1-c1ccccc1F	x	3	x	-4	-3	5	14	5	28
CC(OC(=O)c1cccs1)C(=O)NCc1cccs1 (stereo not drawn)	-6	2	10	-5	-4	11	8	3	12
COCCCn1c(SCC(=O)Nc2ccc(C(C)=O)cc2)nc2ccccc2c1=O	-7	5	7	-6	-2	5	-12	-7	-1
CCOC(=O)N1CC=C2C(C#N)=C(N)C(C#N)(C#N)[C@H](c3ccccc3OCC)[C@H]2C1	4	2	-5	-4	-3	15	17	2	15
CCN(CCCNC(=O)CCc1nc(-c2ccc(OC)cc2)no1)c1cccc(C)c1	-8	0	10	-3	-4	5	29	6	-19
Cc1sc2ncnc(SCC(=O)NC3CC3)c2c1C	0	3	0	1	-5	5	9	2	-11
CCNC(=S)NNC(=O)c1cccc(Br)c1	14	-2	-12	6	-12	6	-10	2	15
CCc1sc(C(=O)NC)cc1Br	-2	0	1	-8	-2	-3	6	-5	10
Cc1c(NC(=O)C(C)OC(=O)C(NC(=O)c2ccco2)C(C)C)c(=O)n(-c2ccccc2)n1C (stereo not drawn)	-8	-1	7	-2	-8	-3	7	-3	-5
COc1ccc(C2Nc3ccccc3C(=O)N2Cc2ccccc2)cc1COc1ccccn1 (stereo not drawn)	-11	-1	13	10	-6	3	21	-10	-2
CC(C)c1cc(Nc2cccc(O)c2)cc(C(C)C)c1O	-4	0	2	x	-3	10	x	-2	7
O=C(COCc1nc2ccccc2c(=O)[nH]1)NC1CCCC1	-5	-4	3	1	-9	8	2	8	17
COC(=O)c1cc(OC)c(OC)cc1NC(=O)C1CCC(=O)N1S(=O)(=O)c1ccc(C)cc1 (stereo not drawn)	1	-7	1	19	12	11	1	-11	-12
Cc1ccc(C(=O)/C=C/c2ccccc2)o1	-7	1	10	-1	0	80*	7	4	-8
CCOC(=O)c1ccc(N=C2S/C(=C\c3cc(C)n(-c4cccnc4)c3C)C(=O)N2C)cc1	4	-2	-1	2	-8	-10	10	3	-15
CN(C)c1cccc(N=C2C=C(N3CCOCC3)CC(C)(C)C2)c1	8	5	-8	5	-4	8	19	3	5
CCC(C)(C)NC(=O)C(c1ccc(OC)cc1)N(Cc1ccco1)C(=O)CCC(=O)Nc1cc(C)on1 (stereo not drawn)	-7	-2	5	x	-8	-2	x	6	13
COn1c(-c2ccc(Cl)cc2)nc2ccc(Cl)cc21	4	3	-5	5	-5	15	23	-6	-11
COc1ccc2nc(NC(=O)CSc3ccccc3)sc2c1	-10	4	12	-8	0	3	4	1	8

3 entries from above, sorted by number of heavy atoms, descending:
SMILES	LYP inh 2	FAK blocker	LYP act	PostGolgi yeast	S1P2 ag	HIV Rev-RRE inh	PostGolgi ctrl	EphB4 antag	S1P2 blocker
CCC(C)(C)NC(=O)C(c1ccc(OC)cc1)N(Cc1ccco1)C(=O)CCC(=O)Nc1cc(C)on1 (stereo not drawn)	-7	-2	5	x	-8	-2	x	6	13
COc1ccc(C2Nc3ccccc3C(=O)N2Cc2ccccc2)cc1COc1ccccn1 (stereo not drawn)	-11	-1	13	10	-6	3	21	-10	-2
CCNC(=S)NNC(=O)c1cccc(Br)c1	14	-2	-12	6	-12	6	-10	2	15

(next part)
SMILES	LYP inh 2	FAK blocker	LYP act	PostGolgi yeast	S1P2 ag	HIV Rev-RRE inh	PostGolgi ctrl	EphB4 antag	S1P2 blocker
Cc1nc2ccc(S(=O)(=O)NCC(=O)N3CCC(C)CC3)cc2s1	2	4	-2	-1	1	-1	15	-2	1
FC(F)(F)c1ccc(N2CCOCC2)c(NC2=NCCCCC2)c1	-7	-2	5	-3	-1	2	2	-3	23
O=C(Nc1nc(-c2ccccc2)ns1)c1cccs1	7	-1	-9	13	-3	5	28	-6	-5
O=C(Nc1ccccc1Cc1ccccc1)C1CC(=O)N(c2ccc3c(c2)OCCO3)C1 (stereo not drawn)	2	2	-3	-13	-1	3	-1	6	-6
O=C(NC1CC1)c1ccc2c(c1)NC(=O)c1ccccc1S2	-6	10	3	11	-5	6	-5	1	6
CCC(CC)n1[nH]c(=O)cc1N	2	-3	-1	8	-8	6	3	0	2
Cc1ccc(C(=O)OCC(=O)NCc2ccc3c(c2)OCO3)s1	-13	-1	17	19	3	-3	-6	-3	-7
Cc1nnc(SCC(=O)Nc2ccc(S(=O)(=O)N3CCCCC3)cc2)s1	-9	-6	11	2	-7	4	4	7	-3
Cn1cnnc1SCC(=O)N1CCC(Cc2ccccc2)CC1	5	2	-6	-6	-4	14	0	3	2
CC(=O)N1SC(N)=NC1c1ccccc1 (stereo not drawn)	-3	-1	2	-4	-9	7	-4	7	11
CCCOc1ccc(C(=O)Nc2ccc(N(C)C)cc2)cc1	-4	0	2	-8	-2	-2	-4	6	2
CCOC(=O)/C=C1\SCC(=O)N1CC(=O)Nc1ccc(OC)c(OC)c1	-3	0	5	-11	-7	10	12	4	8

A few values from the results shown.
CCC(C)(C)NC(=O)C(c1ccc(OC)cc1)N(Cc1ccco1)C(=O)CCC(=O)Nc1cc(C)on1 (stereo not drawn) in S1P2 blocker: 13
Cc1c(NC(=O)C(C)OC(=O)C(NC(=O)c2ccco2)C(C)C)c(=O)n(-c2ccccc2)n1C (stereo not drawn) in EphB4 antag: -3

Screens (PubChem BioAssay)
